High-throughput results from PubChem BioAssay.
Bcl-B displacement: displacers of TR3 peptide from Bcl-B, primary screen, selectivity assay for Bfl-1 inhibitor project, biochemical, fluorescence polarization. FP displacement of FITC-TR3 peptide from Bcl-B; higher % means a stronger effect. Bcl-2-like protein 10 (Homo sapiens). displacement, % at 20 µM, or IC50 in µM where a hit was titrated. hit rate 0.11% among 96,000;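 active means displacement above 50% at 20 µM plus a fluorescence interference ratio under 1.5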;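 further: plate controls were wells without compound for no effect and wells lacking Bcl-B protein for full effect; a part of the inactive calls stands beside numbers as strong as those of hits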
MRP resist rev: reversal of MRP1-mediated doxorubicin resistance, primary screen, H69AR cells, doxorubicin co-treatment; H69AR cells + 2 uM doxorubicin, CellTiter-Glo, 72 h; differential viability (reversal), % at 10 µM; hit rate 0.04% among 85,000; AID 602, 2007;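 active means viability drop by adding the cancer drug above about 55%, with treated viability meeting a 40% cutoff, limit read from the data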;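 further: viability without doxorubicin minus viability with 2 µM doxorubicin for each compound; larger differential means the compound sensitizes cells more to doxorubicin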
PLAP inhibitors HTS: PLAP enzyme inhibitors, biochemical, luminescence, HTS (AID 690) | Alkaline phosphatase, placental type (Homo sapiens) | hit rate 0.08% among 96,000 | purified PLAP, luminescent substrate; higher % means a stronger effect | inhibition, % at 20 µM; hits with a dose series show IC50 in µM; in the data active means a potency from the dose series; inactive means the rest, 99 in 100 with inhibition below about 30%; further: strong numbers were not always called active
NFkB transloc pot: enhancers of NFkB p65 translocation in HUVEC – imaging, IL-1B stimulus, high-content imaging, primary screen | HUVEC IL-1B NFkB p65 nuclear translocation imaging | activation, % at 2 µM | hit rate 0.3% among 94,000;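 active means activation above 40%, about the mean plus 3 SD, also judged a hit on visual image review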;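 further: percent activation is computed from the nuclear over cytoplasmic p65 intensity ratio; values of inactives mirror those of a sister screen read the other way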
IL1B NFkB inh: inhibitors of IL-1B driven NFkB p65 nuclear import, primary screen, imaging, HUVEC, IL-1B stimulus, high-content imaging. HUVEC IL-1B NFkB p65 nuclear translocation imaging. inhibition, % at 2 µM. hit rate 0.43% among 94,000. AID 796, 2007;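 active means inhibition above about 30% together with a positive call from visual inspection of the well image, limit read from the data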;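 further: nuclear over cytoplasmic p65 intensity ratio measured by imaging; 0% = IL-1B stimulated DMSO wells and 100% = unstimulated DMSO wells; values of inactives mirror those of a sister screen read the other way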
MRP resist rev cytotoxicity: also measured in MRP resist rev; calls as there; viability, %; H69AR cells, CellTiter-Glo, 72 h; measured here: cytotoxicity without doxorubicin
MRP resist rev with doxorubicin: second read-out of MRP resist rev, no call of its own (marks repeat the call); viability, %; measured here: viability with 2 uM doxorubicin; stronger effect = lower value
IL1B NFkB inh cell count 2 µM: second read-out of IL1B NFkB inh, no call of its own (marks repeat the call); cell count; measured here: cells passing quality filter;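 raw number of nuclei counted in each imaged well without normalization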
NFkB transloc pot cell count 2 µM: recorded beside NFkB transloc pot, whose call it bears; cell count; measured here: cells passing quality filter
Numbers without * were called inactive; . = no result given. A portion of the library (hit frequency here may not be typical).

SMILES	Bcl-B displacement	MRP resist rev	MRP resist rev cytotoxicity	MRP resist rev with doxorubicin	PLAP inhibitors HTS	NFkB transloc pot	NFkB transloc pot cell count 2 µM	IL1B NFkB inh	IL1B NFkB inh cell count 2 µM
Cc1nn2c(C)nc3sc4c(c3c2nc1=O)CC(C)(C)OC4	-1%	-1	86	87	10%	15	174	-14	174
COc1ccc(CC(=O)Nc2ccc(-c3cn4ccccc4n3)cc2)cc1OC	-1%	.	.	.	6%	-5	152	5	152
COc1ccc(-c2cn[nH]c2N)c(OC)c1	-10%	2	96	94	19%	0	129	0	129
Cc1sc(C(=O)NCc2cccnc2)c2nc(C)n(CC(=O)NCc3cccnc3)c(=O)c12	0%	-7	90	97	26%	-11	85	11	85
CCCCC(NC(C)=O)c1nc2ccccc2[nH]1 (configuration not stated)	5%	.	.	.	1%	-12	67	12	67
Cc1cccc(NC(=O)CSc2ncnc3nc[nH]c23)c1	-2%	.	.	.	-54%	7	138	-7	138
O=C(CSc1nc2ccccc2c(=O)n1-c1ccccc1)N1CCCC1	-5%	-1	77	79	-42%	7	134	-7	134
Cc1ccc(OCCNC(=O)c2ccccc2N)cc1	.	.	.	.	.	10	85	-10	85
COc1ccc2[nH]c(=O)c(CN(CCO)C(=O)c3ccccc3F)cc2c1	-9%	-15	83	97	-14%	-9	170	9	170
CCN1CCN(C(c2cccs2)C(C)NC(=O)CC(C)C)CC1 (configuration not stated)	-2%	9	97	88	-12%	-8	133	8	133
CCOC(=O)C(NC(=O)Cc1ccccc1)(Nc1cc(C)on1)C(F)(F)F (configuration not stated)	.	-7	83	89	.	33	136	-32	136
COc1ccc(N2C(=S)N(C(=O)c3ccccc3)C(=Nc3ccccc3)C2=Nc2ccccc2)cc1	.	13	81	68	.	4	129	-4	129
COc1ccc2c(c1OC)C(=O)N(c1ccc3c(c1)CCC3)C2=O	.	3	85	81	.	0	119	0	119
CC(=O)N1N=C(c2ccco2)CC1c1cccs1 (configuration not stated)	-2%	.	.	.	-18%	1	106	-1	106
CCOC(=O)c1c(NC(=O)c2c(-c3ccccc3)noc2C)sc(C)c1-c1ccccc1	-6%	.	.	.	10%	7	195	-7	195
COc1ccc(NC(=O)N2CCCC(c3nc(-c4ccc(C(C)C)cc4)no3)C2)cc1 (configuration not stated)	-6%	2	86	84	-33%	-10	178	10	178
CS(=O)(=O)N1CCCC(C(=O)NCCN2CCC(Cc3ccccc3)CC2)C1 (configuration not stated)	-1%	5	87	82	-33%	-11	91	11	91
CCOc1ccccc1CNC(=O)c1cc2oc3ccccc3c2n1CC	16%	12	103	91	-7%	-13	43	4	145
O=C1CCC([N+](=O)[O-])C(c2ccc(Cl)cc2)N1 (configuration not stated)	6%	-1	94	95	-30%	-10	171	10	171
CCCc1n[nH]c2c1C(=O)CC(C)(C)C2	2%	-8	93	101	12%	.	.	.	.
Cc1ccc(N(CC(=O)Nc2ccccc2C(=O)N2CCOCC2)S(C)(=O)=O)cc1	.	16	98	82	.	0	71	0	71
COc1ccc(C2OC(=O)CC2C(=O)NC(C)C)cc1 (configuration not stated)	-6%	7	86	79	-8%	-12	187	12	187
CC(C)Nc1nc(NC(C)C)nc(N(C)C(N)=O)n1	2%	-6	66	72	16%	5	168	-5	168
COc1ccccc1-c1c(C)nn2c(N3CCC(C(N)=O)CC3)cc(C)nc12	-4%	-1	83	84	-6%	9	61	-8	61
CC(C)(Oc1ccc(Cl)cc1)C(=O)N1CCN(c2ccccn2)CC1	.	.	.	.	.	10	169	-10	169
CCOc1ccc(N2C(=O)CC(NCCc3ccncc3)C2=O)cc1 (configuration not stated)	-4%	6	94	88	-31%	16	156	-16	156
CCC1(C)Cc2c(sc3[nH]c(=S)n(Cc4ccccc4)c(=O)c23)CO1 (configuration not stated)	-10%	-9	25	34	17%	5	139	-5	139
COC(=O)Cc1[nH]nc2c1C1(C(=O)N(Cc3ccc(Cl)cc3)c3ccccc31)C(C#N)=C(N)O2 (configuration not stated)	-3%	-34	43	77	-66%	0	146	0	146
CCn1c(SCC(=O)NC2CCCC2)nnc1-c1c[nH]c2ccccc12	1%	-5	85	90	6%	16	198	-16	198
Cc1ccc(CC(NC(=O)c2ccccc2)C(=O)N2CCCC2C(=O)O)cc1 (configuration not stated)	-11%	10	92	81	-9%	-1	121	1	121
c1cc(C2OCCN2CC2COC3(CCCC3)O2)ccn1 (configuration not stated)	-2%	-10	90	100	-27%	8	163	-8	163
COc1ccc(C(CC(=O)O)NC(C)=O)cc1OC (configuration not stated)	8%	-1	98	99	4%	36	132	-36	132
CC1=CC(C)(C)N(S(=O)(=O)c2ccc(C)cc2)c2ccccc21	-14%	-19	28	47	49%	-2	112	2	112
C=CCOc1ccc(Br)cc1/C=N/O	7%	10	84	75	9%	9	158	-9	158
COCC(C)NC(=O)C1CC(c2cccc(Br)c2)=NO1 (configuration not stated)	6%	-1	101	102	-1%	27	180	-27	180
CCc1c(C(=O)NC2CCCC2)csc1C	0%	8	97	89	9%	6	110	-6	110
O=C(Nc1nc(COc2ccccc2)cs1)C1CCC1	.	13	97	84	.	4	65	-4	65
Cc1cccc(C)c1OCC(O)CNS(=O)(=O)c1ccccc1C(=O)N1CCOCC1 (configuration not stated)	.	3	91	88	.	4	138	-4	138
CN1CCN(C(=O)c2ccc(S(=O)(=O)c3ccc(Br)cc3)cc2)CC1	-13%	12	85	73	-17%	-11	166	11	166
Cc1cc(C(=O)Nc2c(C)n(C)n(-c3ccccc3)c2=O)on1	2%	10	86	76	-1%	4	173	-4	173

Reformatted with values under each structure: part of the list above
The line under a structure holds: Bcl-B displacement, MRP resist rev, MRP resist rev cytotoxicity, MRP resist rev with doxorubicin, PLAP inhibitors HTS, NFkB transloc pot, NFkB transloc pot cell count 2 µM, IL1B NFkB inh, IL1B NFkB inh cell count 2 µM
- CC(C)Nc1nc(NC(C)C)nc(N(C)C(N)=O)n1
→ 2%, -6, 66, 72, 16%, 5, 168, -5, 168
- COc1ccccc1-c1c(C)nn2c(N3CCC(C(N)=O)CC3)cc(C)nc12
→ -4%, -1, 83, 84, -6%, 9, 61, -8, 61
- CC(C)(Oc1ccc(Cl)cc1)C(=O)N1CCN(c2ccccn2)CC1
→ ., ., ., ., ., 10, 169, -10, 169
- CCOc1ccc(N2C(=O)CC(NCCc3ccncc3)C2=O)cc1 (configuration not stated)
→ -4%, 6, 94, 88, -31%, 16, 156, -16, 156
- CCC1(C)Cc2c(sc3[nH]c(=S)n(Cc4ccccc4)c(=O)c23)CO1 (configuration not stated)
→ -10%, -9, 25, 34, 17%, 5, 139, -5, 139
- COC(=O)Cc1[nH]nc2c1C1(C(=O)N(Cc3ccc(Cl)cc3)c3ccccc31)C(C#N)=C(N)O2 (configuration not stated)
→ -3%, -34, 43, 77, -66%, 0, 146, 0, 146
- CCn1c(SCC(=O)NC2CCCC2)nnc1-c1c[nH]c2ccccc12
→ 1%, -5, 85, 90, 6%, 16, 198, -16, 198
- Cc1ccc(CC(NC(=O)c2ccccc2)C(=O)N2CCCC2C(=O)O)cc1 (configuration not stated)
→ -11%, 10, 92, 81, -9%, -1, 121, 1, 121
- c1cc(C2OCCN2CC2COC3(CCCC3)O2)ccn1 (configuration not stated)
→ -2%, -10, 90, 100, -27%, 8, 163, -8, 163
- COc1ccc(C(CC(=O)O)NC(C)=O)cc1OC (configuration not stated)
→ 8%, -1, 98, 99, 4%, 36, 132, -36, 132
- CC1=CC(C)(C)N(S(=O)(=O)c2ccc(C)cc2)c2ccccc21
→ -14%, -19, 28, 47, 49%, -2, 112, 2, 112
- C=CCOc1ccc(Br)cc1/C=N/O
→ 7%, 10, 84, 75, 9%, 9, 158, -9, 158
- COCC(C)NC(=O)C1CC(c2cccc(Br)c2)=NO1 (configuration not stated)
→ 6%, -1, 101, 102, -1%, 27, 180, -27, 180
- CCc1c(C(=O)NC2CCCC2)csc1C
→ 0%, 8, 97, 89, 9%, 6, 110, -6, 110
- O=C(Nc1nc(COc2ccccc2)cs1)C1CCC1
→ ., 13, 97, 84, ., 4, 65, -4, 65
- Cc1cccc(C)c1OCC(O)CNS(=O)(=O)c1ccccc1C(=O)N1CCOCC1 (configuration not stated)
→ ., 3, 91, 88, ., 4, 138, -4, 138
- CN1CCN(C(=O)c2ccc(S(=O)(=O)c3ccc(Br)cc3)cc2)CC1
→ -13%, 12, 85, 73, -17%, -11, 166, 11, 166

Further structures:
SMILES	Bcl-B displacement	MRP resist rev	MRP resist rev cytotoxicity	MRP resist rev with doxorubicin	PLAP inhibitors HTS	NFkB transloc pot	NFkB transloc pot cell count 2 µM	IL1B NFkB inh	IL1B NFkB inh cell count 2 µM
COc1ccc(NS(=O)(=O)c2ccc(Oc3ncccn3)cc2)cc1	-7%	-8	104	112	8%	-10	202	10	202
Cn1c(CC(=O)Nc2ccc(Cl)c(Cl)c2)nnc1SCC(=O)N1CCN(c2ccccc2)CC1	-9%	-20	72	92	-3%	3	192	-3	192
CC1=C(C(=O)Nc2ccccc2)C(c2ccco2)C(C#N)=C(SCC(N)=O)N1 (configuration not stated)	-7%	-5	91	96	-3%	21	170	-21	170
Cc1nc2c(C)cccn2c1/C(O)=C1\C(=O)C(=O)N(CCN2CCOCC2)C1c1ccncc1 (configuration not stated)	2%	6	95	88	1%	31	188	-31	188
CC(C)(C)C(=O)N1CCc2cc(-c3csc(N)n3)ccc21	6%	1	73	72	-20%	-12	171	12	171
CC(C)NC(=O)c1cc(-c2cccs2)on1	-4%	21	103	82	20%	16	203	-16	203
CCOc1ccc2[nH]c(=O)c(CN(CCO)C(c3nnnn3C3CCCCC3)C(C)C)cc2c1 (configuration not stated)	21%	5	102	97	-26%	.	.	.	.
CCOC(=O)c1[nH]c(C)c(C(=O)NC(C)(C)C)c1C	-1%	5	87	82	-12%	0	93	0	93
O=C(CC1CCCCC1)NCc1ccccn1	-6%	-18	81	100	3%	23	158	-24	158
CCn1c(SCC(=O)Nc2ccc(C(C)=O)cc2)nc2nc3c(cc2c1=O)CCCC3	-23%	.	.	.	-36%	14	112	-14	112
Cc1occc1C(=O)NCc1ccccc1F	3%	12	98	85	-57%	-19	73	19	73
O=C(/C(=C/c1ccc(Cl)cc1)c1nc2ccccc2[nH]1)c1cccs1	-4%	.	.	.	-30%	-12	143	12	143
